High-throughput results: PubChem, several laboratories
Cl transport mod: modulates chloride dependent transport by human KCC2; KCC2 cells, thallium flux FluoZin-2 fluorescence; B-score of Tl+ flux slope (higher = more flux/activation; lower = inhibition) at 10 µM; 190,000 compounds, 2.2% hits; AID 1456;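 active means thallium flux slope and its plate-corrected score both differing from the plate sample mean at a set confidence after two filtering rounds, in either direction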;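 further: slope of fluorescence scaled to starting intensity during 10 to 20 s after thallium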
14-3-3 Bad PPI: disrupts binding of bovine 14-3-3 zeta to phospho-Bad peptide; TR-FRET 14-3-3zeta/Dy647-pBad peptide displacement, 1 h; inhibition, % at 21.7 µM; 220,000 compounds, 0.71% hits; AID 781;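 active means inhibition above about 70%, limit read from the data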;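 further: 0% = full 14-3-3 plus peptide FRET controls and 100% = background without 14-3-3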
eIF4E-4G inh: eIF4E/eIF4G interaction inhibition in translation initiation; P63073+Q04637; TR-FRET eIF4E-eIF4GI(517-606) binding, 2 h; inhibition, % at 21.7 µM; 220,000 compounds, 0.37% hits;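 further: 0% = full FRET control wells and 100% = background wells lacking eIF4GI fragment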
Furin inh: inhibitors of human furin; AID 463115; 220,000 compounds, 0.061% hits; inhibition, % at 30 µM; purified furin, fluorogenic substrate cleavage; in the data active means inhibition above about 25%; further: inactives centre near -15
Target sequence (P09958 108-714 limits assumed): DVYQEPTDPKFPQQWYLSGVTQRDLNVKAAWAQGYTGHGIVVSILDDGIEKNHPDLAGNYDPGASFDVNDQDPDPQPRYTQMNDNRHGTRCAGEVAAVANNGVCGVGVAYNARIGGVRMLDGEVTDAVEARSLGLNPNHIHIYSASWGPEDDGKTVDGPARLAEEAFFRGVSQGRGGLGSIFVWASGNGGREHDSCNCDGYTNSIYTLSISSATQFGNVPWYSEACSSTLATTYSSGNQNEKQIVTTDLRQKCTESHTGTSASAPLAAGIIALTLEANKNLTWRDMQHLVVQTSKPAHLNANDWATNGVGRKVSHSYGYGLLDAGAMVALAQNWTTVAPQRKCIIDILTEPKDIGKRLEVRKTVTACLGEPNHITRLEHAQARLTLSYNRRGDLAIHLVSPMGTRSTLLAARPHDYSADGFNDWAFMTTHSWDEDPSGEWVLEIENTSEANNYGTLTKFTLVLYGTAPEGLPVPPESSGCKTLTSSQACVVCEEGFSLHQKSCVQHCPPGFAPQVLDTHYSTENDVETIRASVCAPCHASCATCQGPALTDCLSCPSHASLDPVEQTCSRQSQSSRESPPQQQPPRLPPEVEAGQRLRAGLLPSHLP
KLK5 inh: blocks human kallikrein 5 protease activity; 210,000 compounds, 0.59% hits; inhibition, % at 5 µM; recombinant hK5, fluorogenic AMC substrate cleavage;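 active means inhibition of 40% or more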;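 further: 0% = enzyme controls without compound and 100% = no-enzyme blanks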
Target sequence (Q9Y337 67-293 limits assumed): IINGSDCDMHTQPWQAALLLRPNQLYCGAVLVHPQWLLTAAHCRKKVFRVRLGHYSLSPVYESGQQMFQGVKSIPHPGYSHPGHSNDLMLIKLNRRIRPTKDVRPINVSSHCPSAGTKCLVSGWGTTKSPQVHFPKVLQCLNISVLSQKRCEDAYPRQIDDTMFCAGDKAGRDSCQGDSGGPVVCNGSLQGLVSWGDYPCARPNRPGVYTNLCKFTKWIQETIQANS
EBV gp42 block: blocks Epstein-Barr virus glycoprotein 42 binding; Q1HVG2; 220,000 compounds, 0.42% hits; inhibition, % (tested at 21.74 µM); Fluorescence polarization binding assay, mP read-out; AID 1085; in the data active means inhibition above about 50%
Target sequence (Q1HVG2 whole entry, looked up): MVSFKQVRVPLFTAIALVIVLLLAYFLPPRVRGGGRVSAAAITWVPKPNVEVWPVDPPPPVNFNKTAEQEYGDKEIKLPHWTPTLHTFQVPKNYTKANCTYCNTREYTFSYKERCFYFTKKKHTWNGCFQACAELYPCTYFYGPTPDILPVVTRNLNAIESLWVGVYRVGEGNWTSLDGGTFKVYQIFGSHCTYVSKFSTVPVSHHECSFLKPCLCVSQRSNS
Thrombin inh: blocks human thrombin protease activity; AID 1046; 220,000 compounds, 0.26% hits; inhibition, % at 5 µM; alpha-thrombin, Boc-VPR-AMC fluorogenic substrate cleavage;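 active means inhibition at or above 40%; inactive means inhibition below 40%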;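 further: 0% = enzyme with no compound and 100% = wells without enzyme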
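System: human alpha-thrombin protein; Compound dosing: one concentration per compound, 5 µM, with 0.2% DMSO; Timing: reaction at room temperature; Technique: AMC fluorescence, 355/460 nm; Controls: enzyme without compound as high, wells lacking enzyme as low.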
Rad51 HR inh: blocks human Rad51 in homologous recombination. inhibition, % at 10 µM. 200,000 compounds, 0.085% hits. hRad51 DNA strand exchange, fluorescence dequenching;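 active means inhibition above 40% at the single screening dose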;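 further: 0% = DMSO control wells and 100% = blanks with heterologous ssDNA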
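material = hRad51 filaments on single-stranded DNA | timing = filaments 15 min 37 °C, then compound 30 min | signal = FRET fluorescence dequenching, excitation 485 nm, emission 520 nm | benchmarks = control wells and blank wells on each plate | evaluation = percent inhibition relative to plate controls and blanks | compound = 10 µM final, single point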
NCF1 inh: p47phox (human) inhibition | p47phox/p22phox peptide binding, fluorescence polarization, 2 h | inhibition, % at 24.7 µM | 220,000 compounds, 0.53% hits | AID 1274;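 further: 0% = p47phox with labelled peptide and 100% = labelled peptide alone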
The depositor's hits bear a star; x = no result given; [ ] = another dose, or the depositor's remark.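 How the source made its calls, unless noted: active means inhibition above about 30% (limit read from the data); inactive means the rest.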 No enrichment for hits; 4.7% or so of the library scored in one or more.

SMILES | Cl transport mod | 14-3-3 Bad PPI | eIF4E-4G inh | Furin inh | KLK5 inh | EBV gp42 block | Thrombin inh | Rad51 HR inh | NCF1 inh
CC(=O)Nc1ccc(S(=O)(=O)Nc2ccc(Cl)nn2)cc1 | 1.5 | -10 | -5 | -16 | -7 | -21 | -2 | -29 | -17
COc1ccc(NC(=O)c2ocnc2C)cc1OC | x | 11[fluorescence artefact?] | -1 | -6 | -3 | -18 | 0 | 5 | -5
C=C(C)COc1ccc2oc(C)c(C(=O)OCCOC)c2c1 | x | 2 | 3 | -10 | 0 | -18 | 4 | -3 | -16
CC12CC3CC(C)(C1)CC(C(=O)Nc1nn[nH]n1)(C3)C2 | -1.3 | 7 | 0[fluorescence artefact?] | -24 | -19 | -13 | -11 | -4 | -6
COc1ccc(OC)c(S(=O)(=O)NCCO)c1 | -0.75 | -7 | -1[fluorescence artefact?] | -24[20 µM] | -3 | -24 | -9 | 3 | -6
Cc1ccc2nc(C)c3c(c2c1)N(c1ccccc1)CC3 | -1.7 | 3 | -4 | -18 | -9 | -8 | -3 | 11 | 2
O=C(O)c1csc(Cc2ccccc2)n1 | -0.4 | -5 | 2 | -33 | 5 | -6 | -3 | 4 | 2
CC(=O)Nc1ccc(CC#N)cc1 | 1.2 | 1 | 4 | -23 | 3 | -9 | 1 | 0 | -1
COC(=O)c1sccc1NC(=O)CSc1nnnn1-c1ccccc1F | 0.0056 | 2 | 0 | -28[20 µM] | -10 | 0 | -2 | 0 | -11
O=C(Nc1cccc2cccnc12)c1cccnc1 | -1.9 | 35 | -1 | -20[20 µM] | -10 | -20 | -1 | 11 | -4
O=S(=O)(Nc1ccc(O)c(Sc2nc3ccccc3s2)c1)c1ccc(Cl)cc1 | x | -18 | -3 | -27[20 µM] | 1 | 5 | -6 | x | -19
Cc1ccc(N=Nc2c(C)[nH]n(C(N)=S)c2=O)cc1C | 16* | -6 | 0 | -15 | -13 | -5 | -8 | 4 | -8
O=C(Nc1ncc(Cl)cc1Cl)c1c(F)cccc1Cl | 1.1 | 0 | 0 | -22 | 3 | -2 | 1 | 0 | 0
C#CCOC(=O)/C(=C/C=C/c1ccccc1)NC(=O)c1ccccc1 | -1.1 | 0 | 14 | 10 | -1 | 61* | -3 | -7 | -4
Cc1csc(NC(=S)Nc2cccc(Cl)c2)n1 | 64* | 17 | 6[fluorescence artefact?] | -3 | -21 | -2 | -3 | -21 | -18
COC(=O)C1=C(C)NC2=C(C(=O)CCC2)C1c1cn(Cc2ccc(Br)cc2)nc1-c1ccccc1 (centres undefined) | -0.51 | -12 | -2 | -14[20 µM] | -30 | -13 | 4 | 6 | -13
COc1cc(Br)c(Br)cc1N | x | 2 | 2 | -17 | -2 | -9 | -6 | 14 | -17
O=C(c1cnccn1)N1CCN(c2ccccc2F)CC1 | 0.0024 | 20[fluorescence artefact?] | 0 | -16 | -4 | -7 | 0 | 0 | -11
Cc1ccc(NC(=O)C(Cc2ccccc2)NC(=O)OCc2ccccc2)cc1C (centres undefined) | -1.1 | -10 | 20[fluorescence artefact?] | -18 | -13 | -6 | -8 | 3 | -5
O=C(CSc1n[nH]c(=O)n1C1CC1)NCc1ccccc1 | 1.1 | -1 | -11 | -5 | -1 | -2 | -6 | x | -4
Cc1ccc(-c2nc(CS(=O)CC(=O)NC3CCC(C)CC3)c(C)o2)cc1 (centres undefined) | x | -2 | 2 | -10 | 0 | -6 | -1 | 2 | -4
CC1=CC(=O)C=C(C)C1=NOC(=O)/C=C\c1ccccc1 | 0.12 | -17 | 1 | -12 | -17 | -13 | 6 | 9 | -51
COc1ccc(C2NCCc3c2[nH]c2ccccc32)cc1COc1ccc(F)cc1 (centres undefined) | 0.07 | 18 | 6 | -7 | -8 | -7 | 2 | x | 23
CCCCOc1ccc(Cl)cc1CSc1nnc(C)n1N | -0.64 | -3 | -3 | -28[20 µM] | 1 | -1 | 4 | 7 | -5
CSc1nc(C)cc(OCC(=O)n2nc(C)cc2C)n1 | -0.55 | -3[fluorescence artefact?] | -4[fluorescence artefact?] | -22 | -6 | -14 | 4 | 1 | -1
COc1ccc(N(CC(=O)NCCC2=CCCCC2)S(=O)(=O)c2c(C)[nH]c(=O)[nH]c2=O)cc1 | -0.29 | 1 | -3 | 4 | 39 | -10 | 13 | -11 | -12
Cc1sc2nc(C3CC3)nc(SCC(=O)N3CCCc4ccccc43)c2c1C | 8.5* | 4[fluorescence artefact?] | 1 | 3 | -11 | -6 | -3 | 1 | -31
O=C(N/C(=C/c1cccnc1)C(=O)N1CCOCC1)c1ccccc1 | 0.24 | 7 | 7 | 3 | -19 | -14 | 1 | -1 | -11
CCN(CC)S(=O)(=O)c1ccc(/C=C/C(=O)OCC#N)cc1 | 0.52 | -9 | 1 | -23 | -2 | -12 | x | -4 | -5
CCN1C(=O)C(C(=O)Nc2ccc(OC)cc2)C2CC1(C)Oc1ccccc12 (centres undefined) | 0.45 | 1 | -4 | -18[20 µM] | -10 | -12 | 10 | -5 | -10
Cc1ccc(CNC(=O)c2cccc(OCc3c(C)noc3C)c2)cc1 | 0.27 | 1 | 6 | -11 | -2 | -13 | -7 | -4 | 4
Cc1cc(C)cc(NC(=O)N2CCN(Cc3ccc4c(c3)OCO4)CC2)c1 | -1.5 | 3 | -3 | -7 | -3 | -5 | -7 | -16 | 4
CC1CCN(c2ccccc2NC(=S)NC(=O)c2cccs2)CC1 | 9.5* | -2 | -2 | -17 | -14 | -5 | -4 | -6 | -6
CCOC(=O)CN1CC23C=CC(O2)C(C(=O)Nc2cc(OC)ccc2OC)C3C1=O (centres undefined) | 0.032 | 7 | 3 | -32 | -16 | -9 | -5 | 9 | -11
CCc1nc(SCC(=O)c2ccc3c(c2)OCCO3)c2ccccc2n1 | x | 9 | 4 | -23[20 µM] | 12 | 0 | 7 | 1 | -14
CCNS(=O)(=O)c1ccc(OC)c(C)c1 | -0.6 | -6 | 5 | -20[20 µM] | 0 | 4 | -6 | 0 | -1

Results in KLK5 inh and Furin inh (2 entries from above):
structure	KLK5 inh	Furin inh
CC1=CC(=O)C=C(C)C1=NOC(=O)/C=C\c1ccccc1	-17	-12
COc1ccc(C2NCCc3c2[nH]c2ccccc32)cc1COc1ccc(F)cc1 (centres undefined)	-8	-7

New compounds follow:
SMILES | Cl transport mod | 14-3-3 Bad PPI | eIF4E-4G inh | Furin inh | KLK5 inh | EBV gp42 block | Thrombin inh | Rad51 HR inh | NCF1 inh
Cc1ccc2occ(C3N[C@H](C(=O)O)CS3)c(=O)c2c1 (some centres undefined) | -0.39 | 16 | 8 | -18[20 µM] | -24 | -26 | 1 | -3 | -17
O=C(O)C1CCCCN1S(=O)(=O)c1ccc2ccccc2c1 (centres undefined) | 0.28 | -6[fluorescence artefact?] | -3 | -19[20 µM] | -3 | 1 | 2 | 0 | 18
O=C(CSC1CN(C(c2ccccc2)c2ccccc2)C1)N/N=C/c1ccccc1 | -0.17 | -3 | 4 | -6 | 2 | 3 | -5 | 14 | 1
CC1CCCN(c2ccc(C(=O)NCc3ccccc3)cn2)C1 (centres undefined) | 0.032 | -22 | 3 | -13 | -5 | 4 | -9 | 35 | 10
COc1cccc(OC)c1OCCCCCc1c(C)n[nH]c1C | x | 81* | 4 | -22 | 12 | -15 | -7 | -3 | 3
CC1=Nc2ccccc2/C1=C\c1sc(Nc2ccc(C)cc2)nc1O | -1 | 7 | 21 | -9 | -4 | -24 | -4 | -29 | -193
Cc1ccc(/C=N/NC(=O)CSCc2ccc(Cl)cc2)cc1 | 0.14 | -1 | 7 | -14[20 µM] | 3 | -4 | -3 | 3 | -1
NS(=O)(=O)c1ccc(NC(=O)CN2CCc3ccccc32)cc1 | 1.6 | -6 | 0 | -21 | 5 | -16 | 2 | 13 | -14
CCN1C(=O)C2(C(C#N)=C(N)Oc3n[nH]c(-c4ccc(Cl)cc4)c32)c2ccccc21 (centres undefined) | 0.59 | -19[fluorescence artefact?] | 4 | -3[20 µM] | -19 | -12 | -6 | -1 | -21
CCOC(=O)C1=C(N)OC2=C(C(=O)CCC2)C1c1ccc(C)s1 (centres undefined) | -0.71 | 5 | -1 | -14 | 0 | 1 | 0 | 7 | -8
O=C(CN1C(=O)c2ccccc2S1(=O)=O)NCc1ccc2c(c1)OCO2 | -0.016 | -9 | 3 | -22[20 µM] | -15 | -12 | 0 | -2 | -5
O=C1c2ccccc2C(=O)N1CSc1ncccn1 | 0.46 | -7 | -4 | -2 | -28 | -10 | 1 | 1 | -3
c1ccc(-c2nc(NCc3ccco3)c3ccccc3n2)cc1 | 0.88 | 42 | 3 | -10[20 µM] | -5 | 4 | 3 | 7 | -27
CC(C)S(=O)(=O)c1csc(C(=O)NN)c1-n1cccc1 | 0.53 | 1 | -1 | -15 | -3 | -9 | 0 | 8 | 1
COc1ccccc1NC(=O)N1CCCC1C(=O)NC12CC3CC(CC(C3)C1)C2 (centres undefined) | 0.58 | -4 | -6 | -18 | -9 | -8 | 4 | 0 | -10
CC[N+](C)(C)CC/C=C1/c2ccccc2Sc2ccc(Cl)cc21 | 1.8 | -3 | 86* | -7 | -2 | 35 | -3 | 1 | -4
Cc1nn2c(-c3cccc(NC(=O)c4ccco4)c3)nnc2c2ccccc12 | -1.9 | -1 | -9 | -5[20 µM] | -22 | -21 | -3 | 10 | -7
O=C(CCSc1ccccc1)OCn1nnc2ccccc2c1=O | -1.5 | -4 | 1 | -15 | 1 | -2 | 4 | 10 | 2
CCOC(=O)c1ccc2[nH]c(C)c(C)c2c1 | 0.004 | -21[fluorescence artefact?] | 5 | -14[20 µM] | -6 | -6 | 0 | -4 | -19
CCOc1ccc(C(=O)NCC2(c3ccccc3)CCOCC2)cc1 | -0.19 | -7 | -4 | -10 | -9 | -1 | 1 | 18 | -5
CCCc1cc(=O)[nH]c(SCC(=O)c2c[nH]c3ccccc23)n1 | -0.027 | -2 | -3 | -10 | -6 | -11 | -6 | -4 | -13
Cc1ccc(NCc2nnc(SCC(=O)N3c4ccccc4Sc4ccccc43)o2)c(C)c1 | -0.52 | -16[fluorescence artefact?] | 2 | -17 | -18 | 16 | -2 | 5 | -25
COc1cc(NC(=S)NC(=O)c2c(OC)cccc2OC)ccc1NC(=O)c1cccs1 | 0.72 | -7 | -9 | -24 | -7 | -15 | 1 | 0 | -29
NC(=O)CC(NC(=O)Cc1ccc(Br)cc1)c1ccc(NCc2cc(F)ccc2F)c([N+](=O)[O-])c1 (centres undefined) | -1.5 | 8 | -1 | -17 | 1 | -18 | -4 | -6 | 2
Cc1cccc(C)c1NC(=O)/C(=C/c1ccco1)c1ccccc1 | -0.035 | -9 | 2 | -5[20 µM] | -3 | -16 | 6 | -6 | -7

4 entries already listed, ordered by formula weight, low to high:
SMILES | Cl transport mod | 14-3-3 Bad PPI | eIF4E-4G inh | Furin inh | KLK5 inh | EBV gp42 block | Thrombin inh | Rad51 HR inh | NCF1 inh
Cc1cccc(C)c1NC(=O)/C(=C/c1ccco1)c1ccccc1 | -0.035 | -9 | 2 | -5[20 µM] | -3 | -16 | 6 | -6 | -7
CCCc1cc(=O)[nH]c(SCC(=O)c2c[nH]c3ccccc23)n1 | -0.027 | -2 | -3 | -10 | -6 | -11 | -6 | -4 | -13
CCOc1ccc(C(=O)NCC2(c3ccccc3)CCOCC2)cc1 | -0.19 | -7 | -4 | -10 | -9 | -1 | 1 | 18 | -5
O=C(CCSc1ccccc1)OCn1nnc2ccccc2c1=O | -1.5 | -4 | 1 | -15 | 1 | -2 | 4 | 10 | 2
